Bioassay records as filed in PubChem BioAssay.
RBX1-CUL1 inh: human ROC1-CUL1 E3 ligase inhibition. in vitro K48 di-Ub FRET, acceptor:donor ratio, 45 min. inhibition, % at 10 µM. 0.6% of 140,000 active. AID 1347404; in the data active means inhibition above about 25%
Target sequence (P62877 whole entry, looked up): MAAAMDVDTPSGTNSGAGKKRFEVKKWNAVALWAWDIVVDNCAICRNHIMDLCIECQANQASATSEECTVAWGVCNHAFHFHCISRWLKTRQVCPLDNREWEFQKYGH
Target sequence (Q13616 whole entry, looked up): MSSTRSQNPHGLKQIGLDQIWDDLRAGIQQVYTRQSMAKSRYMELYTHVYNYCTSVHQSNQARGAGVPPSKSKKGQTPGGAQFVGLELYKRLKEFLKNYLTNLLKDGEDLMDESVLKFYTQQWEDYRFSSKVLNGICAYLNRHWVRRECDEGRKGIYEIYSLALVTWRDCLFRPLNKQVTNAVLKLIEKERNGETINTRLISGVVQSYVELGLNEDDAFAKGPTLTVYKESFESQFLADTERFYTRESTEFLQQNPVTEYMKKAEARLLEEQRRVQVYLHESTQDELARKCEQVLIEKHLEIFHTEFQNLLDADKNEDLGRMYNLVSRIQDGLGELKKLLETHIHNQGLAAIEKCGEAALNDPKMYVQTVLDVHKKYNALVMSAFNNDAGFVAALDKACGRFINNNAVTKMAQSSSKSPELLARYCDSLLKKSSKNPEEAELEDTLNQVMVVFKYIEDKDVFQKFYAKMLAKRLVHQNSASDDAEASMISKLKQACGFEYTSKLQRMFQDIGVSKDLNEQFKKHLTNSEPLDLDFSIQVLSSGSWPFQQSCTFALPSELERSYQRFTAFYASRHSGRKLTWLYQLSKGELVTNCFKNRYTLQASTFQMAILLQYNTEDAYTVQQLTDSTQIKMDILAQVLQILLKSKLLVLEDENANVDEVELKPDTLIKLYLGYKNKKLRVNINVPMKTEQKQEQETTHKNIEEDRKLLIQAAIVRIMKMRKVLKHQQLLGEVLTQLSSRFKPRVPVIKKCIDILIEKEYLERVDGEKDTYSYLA
Active calls of the source: *. These rows are one share of the data (hit frequency here may not be typical).

RBX1-CUL1 inh	Structure
-0.8	COc1ccc(NC(=O)CCc2c(C)nc3c(-c4ccccc4)c(C)nn3c2C)cc1Cl
-6.9	Cc1ccc(-c2csc(-c3c(N)c(C(=O)c4ccc5c(c4)OCO5)n4ccccc34)n2)cc1
5.6	COc1cccc(/C=C2/N=C(SCC(=O)Nc3nc(-c4ccc(C)cc4)cs3)N(c3ccccc3)C2=O)c1OC
6.7	CCOc1cccc(C(=O)Nc2ccc(S(=O)(=O)N(Cc3ccccc3)c3ccccc3)cc2)c1
7.8	Cc1ccc2nc(/C(C#N)=C/c3ccccc3OC(=O)c3ccccc3)[nH]c2c1
5.6	COc1ccc(-c2noc(-c3ccc(NCCc4ccccc4)c([N+](=O)[O-])c3)n2)cc1OC
5.7	O=C1CCCN1CCC(=O)N1CCOC(Cc2cccc(C(F)(F)F)c2)C1 (configuration not stated)
7.0	CCc1ccc(N(CC)C(=O)c2ccc3c(=O)n4c(nc3c2)CCCCC4)cc1
-2.1	O=C(Nc1ccc(-c2nc3ccccc3o2)cc1)C1CCCN1C(=O)CC1CC1 (configuration not stated)
-10.0	CCc1ccc(CN(C)C(=O)c2coc(Cn3cnc4ccccc43)n2)cc1
-3.4	C=CCCC(C(OC)c1ccccc1)S(=O)(=O)c1ccc(C)cc1 (configuration not stated)
-3.0	Cc1cccc(NC(=O)Cn2cc(C(=O)C3CCCCC3)c3ccccc32)c1
3.0	CCc1c(C)c(C#N)c2nc3ccccc3n2c1NCC1CCCO1 (configuration not stated)
-1.9	Cc1ccccc1CNCCSc1nnnn1C
-0.8	Cc1ccc(NC(=O)COc2cc(Cl)ccc2Cl)c([N+](=O)[O-])c1
-1.0	N#Cc1ccccc1NC(=O)CSc1ncn[nH]1
0.0	Cc1ccccc1CCC1CCCN(C(=O)CCc2cn[nH]c2)C1 (configuration not stated)
-0.5	c1ccc(Cc2nc3n(n2)CCCCC3)cc1
1.1	CC(=O)N1CCC(NC2CCCN(Cc3ccccc3F)C2)CC1 (configuration not stated)
0.0	Cc1ccc(-c2cnnc(NCc3n[nH]c4c3CCCCC4)n2)o1
2.9	On1c(-c2ccccc2)c(C(c2ccc(Cl)cc2)N2CCOCC2)c2ccccc21 (configuration not stated)
-3.8	O=C(Nc1cccc(Br)c1)N1CCC(CN2CCCCCC2)CC1
1.7	Cc1ccc(NC(=O)CSc2nc3ccc(NC(=O)CCc4ccccc4)cc3s2)cc1
7.1	S=c1ssc2c1CCC2
3.0	O=S(=O)(c1cccc(Cl)c1)N1CCN(c2ccc(Cl)c(Cl)c2)CC1
-2.7	O=C(CSc1ccc(Cl)cc1)Nc1c(Cl)cccc1Cl
-6.6	CCc1nc(NC(=O)NCc2ccc(N3CCCC3=O)cc2)nn1C
3.0	C=C(C)Cn1c(=O)c2c(nc3n2CC(C)=NN3C(C)C)n(C)c1=O
-12.3	CCOCC(=O)Nc1ccccc1C(=O)OC
-12.3	C=CCn1c(SCC(=O)Nc2sc3c(c2C(=O)OC)CCCCC3)nc2scc(-c3ccccc3)c2c1=O
-7.7	COc1ccccc1Oc1ncccc1CNC1CCN(C(C)=O)CC1
-6.6	COC(=O)c1c(NC(=O)CS(=O)(=O)c2ccc(C)cc2)sc2c1CCCC2
2.5	CC(=O)c1c(C(F)(F)F)nn(C(=O)c2ccccc2)c1C
-3.4	O=C1CCC(=O)N1c1ccccc1OS(=O)(=O)c1ccccc1
-6.2	CCOc1ccccc1NC(=O)c1ccc2c(Cl)c3c(nc2c1)CCC3
2.2	Cc1ccc(-c2cc(C(=O)NCC(C)NC(=O)c3cc(-c4ccc(C)c(C)c4)nc4ccccc34)c3ccccc3n2)cc1C (configuration not stated)
-2.8	Cc1ccccc1OC(C)C(=O)N1CCN(c2ccccc2F)CC1 (configuration not stated)
0.3	CCOCCCNC(=O)c1cccs1
1.5	COc1ccc(C2C=C(C(=O)O)Nc3ncnn32)cc1 (configuration not stated)
2.4	O=C1CCCCc2c1[nH]c1ccc(C3CCCCC3)cc21

Gathered by group: the compounds so far containing a nitro group on carbon (2)
RBX1-CUL1 inh	Structure
5.6	COc1ccc(-c2noc(-c3ccc(NCCc4ccccc4)c([N+](=O)[O-])c3)n2)cc1OC
-0.8	Cc1ccc(NC(=O)COc2cc(Cl)ccc2Cl)c([N+](=O)[O-])c1

Remaining list, next part:
RBX1-CUL1 inh	Structure
-2.1	O=C(NCc1ccon1)c1csc2nc(-c3cccc(F)c3)cn12
-11.9	Cn1c2ccccc2c2c(C(=O)N3CCN(c4cccc(C(F)(F)F)c4)CC3)cn(C3CCCCC3)c(=O)c21
-5.0	COc1ccc(OC)c(NC(=O)c2ccc3nc(-c4ccccc4)c(-c4ccccc4)nc3c2)c1
11.0	CC(=O)Oc1ccccc1C(=O)Nc1cc2nc3cc(N(C)C)ccc3nc2cc1C
3.4	CCOCCCNC(=O)C1CCCN(c2ncnc3onc(C)c23)C1 (configuration not stated)
-3.7	CCOc1cc(C2c3c(-c4cc(C)ccc4O)n[nH]c3C(=O)N2CCCOC(C)C)ccc1O (configuration not stated)
1.2	CCOc1ccc(-n2c(=O)c3c(C)c(C)sc3n(CC(=O)N(CC)Cc3ccccc3)c2=O)cc1
4.5	CCOc1ccccc1NS(=O)(=O)Cc1ccccc1C
-18.2	CC1=NC2=C(C(=O)CC(c3ccccc3)C2)C(c2c(C)nn(-c3ccccc3)c2Cl)C1C(=O)Nc1ncccc1C (configuration not stated)
4.6	Cc1ccc(-c2c(CN3CCN(c4cc(C)ccc4C)CC3)csc2C)cc1
5.0	Cc1cnc(C)c(-c2cccc(-c3ccn(C[C@H](O)c4ccccc4)n3)c2)n1
6.9	OCC1(CCc2ccccc2)CCCN(Cc2cc3ccccc3[nH]2)C1 (configuration not stated)
1.9	CC1(C)Cc2ccccc2C(C#N)=N1
1.7	CCN1C(=O)/C(=c2\sc3nc(-c4ccccc4Br)nn3c2=O)c2ccccc21
4.6	Cc1cccc(Nc2nc(-c3ccccc3)c(Oc3ccc(Cl)cc3)s2)c1
-2.4	Cc1ccc(/C=C2\N=C(c3ccccc3F)OC2=O)cc1
-3.8	Cc1cc(C)n(/N=C/c2cccc(Cl)c2Cl)c(=O)c1C#N
8.9	COC(=O)c1cccc(C(=O)N2CCc3c(cnc(C)c3CNC(=O)c3ccccc3SC)C2)c1
8.2	CC(=O)Nc1cccc(Oc2cc(C#N)c(C#N)cc2N2CCOCC2)c1
3.3	CCc1ccc(-c2cn3nc(CC)sc3n2)cc1

Part of the list above in order of molar mass, rising:
RBX1-CUL1 inh	Structure
3.3	CCc1ccc(-c2cn3nc(CC)sc3n2)cc1
-2.4	Cc1ccc(/C=C2\N=C(c3ccccc3F)OC2=O)cc1
4.6	Cc1ccc(-c2c(CN3CCN(c4cc(C)ccc4C)CC3)csc2C)cc1
-3.7	CCOc1cc(C2c3c(-c4cc(C)ccc4O)n[nH]c3C(=O)N2CCCOC(C)C)ccc1O (configuration not stated)
-11.9	Cn1c2ccccc2c2c(C(=O)N3CCN(c4cccc(C(F)(F)F)c4)CC3)cn(C3CCCCC3)c(=O)c21

Next compounds
RBX1-CUL1 inh	Structure
-2.8	c1cnc(N2CCC(C3CCN(CCCn4cccn4)C3)CC2)nc1 (configuration not stated)
6.0	COc1cccc(CCC2CCCN(C3CCN(C(C)=O)CC3)C2)c1 (configuration not stated)
10.1	CCCCN(CC)C(=O)CSc1nc2n[nH]c(C)c2c(=N)n1-c1cccc(OC)c1
0.0	Cc1cc(C)nc(SCCC(=O)Nc2ccccc2)n1
1.9	CCOc1ccccc1CN1CCN(Cc2ccc(F)cc2)CC1CCO (configuration not stated)
-1.8	CC(=O)N[C@H]1[C@H](Oc2ccc(C)cc2)O[C@@H]2COC(C)(C)O[C@H]2[C@@H]1O
-5.8	NC(=O)c1cc2nc(-c3cccs3)cc(C(F)(F)F)n2n1
-0.3	C=C1c2ccccc2C/C(=N/O)c2ccccc21
-5.6	O=C(O)c1ccccc1Sc1ccc(Br)s1
-11.6	O=S(=O)(Nc1n[nH]c(-c2ccc(Cl)cc2)c1Cl)c1ccccc1
6.3	O=C(CC1Sc2ccc(C(F)(F)F)cc2NC1=O)Nc1ccc2c(c1)OCO2 (configuration not stated)
5.6	CCS(=O)(=O)N1CCc2cc(C(=O)Nc3cc(C)cc(C)c3)ccc21
-12.3	CCCCC1C(=O)c2cccc3c2N(CCC3)C1=O (configuration not stated)
1.3	COc1ccccc1N1CCN(C(=O)CC2(c3ccc(-c4ccccc4)cc3)CC(=O)N(C)C2=O)CC1 (configuration not stated)
6.7	Cc1cnc(C)c(-c2cc(F)cc3c2OC(CNC(=O)CCN(C)C2CCS(=O)(=O)C2)C3)n1 (configuration not stated)
-1.3	CCN1C(=O)c2ccccc2Sc2ccc(NC(=O)Cc3ccc(OC)c(OC)c3)cc21
0.3	O=C1C(=Cc2ccc(Cl)cc2)C(c2ccccc2)c2ccccc21 (configuration not stated)
-4.6	O=C(Cc1ccccc1F)N1CCN(c2ccc(F)cc2)CC1
-4.2	CC(NC(=O)c1ccccc1Cl)c1nnc(SCC(=O)Nc2ccc(C(=O)O)cc2)n1C (configuration not stated)
0.0	COc1ccc2c(C)c(CCC(=O)NCCc3ccc(Cl)cc3)c(=O)oc2c1

Five successive records from above, for reference:
RBX1-CUL1 inh	Structure
-2.8	c1cnc(N2CCC(C3CCN(CCCn4cccn4)C3)CC2)nc1 (configuration not stated)
6.0	COc1cccc(CCC2CCCN(C3CCN(C(C)=O)CC3)C2)c1 (configuration not stated)
10.1	CCCCN(CC)C(=O)CSc1nc2n[nH]c(C)c2c(=N)n1-c1cccc(OC)c1
0.0	Cc1cc(C)nc(SCCC(=O)Nc2ccccc2)n1
1.9	CCOc1ccccc1CN1CCN(Cc2ccc(F)cc2)CC1CCO (configuration not stated)

The list continues:
RBX1-CUL1 inh	Structure
6.8	CCCN1CCN(C(=O)c2ccc3c(c2)OCO3)CC1
-7.1	Cc1cccc(CC(=O)Nc2cnn(-c3cccc(C(=O)N4CCN(c5cnccn5)CC4)c3)c2)c1
-11.5	COc1cc(C(=O)N(Cc2cccc(OCCc3cccs3)c2)C2CCCC2)cc(OC)c1OC
4.6	CCN(CCCNC(=O)c1cc(Nc2ccc(OC)cc2OC)nc2ccccc12)c1cccc(C)c1
-1.3	C=C(C)C1CC=C(C)C(O)(CSc2nccn2C)C1 (configuration not stated)
-2.4	Cc1ccccc1-c1nc(CS(=O)(=O)CC(=O)Nc2cc(Cl)cc(Cl)c2)c(C)o1
6.6	CN(Cc1cccnc1)C(=O)c1coc(COc2ccc(F)cc2Cl)n1
-0.6	O=C(COc1ccccc1)Nc1ccc(N2CCC(NCCc3ccncc3)CC2)cc1
-3.3	Cc1c(C(=O)NCCc2ccc(Cl)cc2)cccc1-n1cnc2cccnc21
-5.6	O=C(COC(=O)c1ccc2c(c1)-c1ccccc1C2=O)c1ccc(Cl)c(Cl)c1
7.7	Cc1nc(Cl)sc1C(=O)Nc1cc(F)cc(F)c1
3.1	CCN(CC)S(=O)(=O)c1ccc2c(c1)N(CC(=O)NCc1ccccc1)C(=O)CS2
-4.0	O=C(N1CCN(c2ncccn2)CC1)C(F)(F)F
-5.0	c1cnc(-n2cccc2CNCc2cccnc2N2CCCCCCC2)nc1
-5.3	CC(=Nc1ccc(C)cc1)C(C)=Nc1ccc(C)cc1
3.7	CC(C)C(=O)N1CCC(N2CCCC(C(=O)NCCc3ccccc3)C2)CC1 (configuration not stated)
-7.2	Cc1ccc2[nH]c(-c3ccccc3)c(C(=O)c3ccccc3)c(=O)c2c1
3.7	Cc1cc(C)n(-c2ccc(C(=O)Nc3ccc(Br)cn3)cc2)n1
-10.3	Cc1ccc(S(=O)(=O)N2Cc3ccccc3CC2C(=O)Nc2ccc(Cl)cc2)cc1 (configuration not stated)
2.1	Cc1cccc(Oc2ccc(-n3c(C)ccc3C)cc2)c1
6.1	Cc1nnc(NC(=O)CSc2nc3c([nH]c4ccccc43)c(=O)n2-c2cccc(Cl)c2)s1
-1.0	Clc1ccc(Nc2nc(-c3ccccc3)c3cc(Cl)ccc3n2)cc1
-2.3	CCOC(=O)C(C(=O)OCC)C(Nc1ccccc1)c1ccccc1 (configuration not stated)
-8.2	O=C(NNc1nc(-c2ccc(Cl)cc2)cs1)c1ccco1
5.7	Cc1[nH]c2c(C)c(Cl)ccc2c(=O)c1CN(C)C
1.8	CC(=O)c1ccc(-c2cc(F)cc3c2OC(CNC(=O)Cc2ccccc2C)C3)s1 (configuration not stated)
-3.8	CCOC(=O)c1c(C)oc2ncnc(Nc3cc(Cl)ccc3OC)c12
8.9	CC(C)CC(=O)Nc1c(C(=O)N2CCN(c3ccccc3)CC2)oc2ccccc12
-2.3	CN=C1NC(=O)N(CC(=O)NC)C(=O)C1C(c1ccc(Cl)cc1)C1C(=O)N(CC(=O)NC)C(=O)NC1=NC (configuration not stated)
3.6	O=C(CSc1nnc(COc2ccc3c(c2)OCO3)n1-c1ccccc1)c1ccccc1
-2.5	COc1cccc2cc(C(=O)NCCc3c(C)[nH]c4ccc(OC(F)(F)F)cc34)c(=O)oc12
1.5	O=C(COc1ccc(F)cc1)NCC(c1ccc(Cl)cc1)N1CCCCC1 (configuration not stated)
4.7	COCCCn1ccc(-c2cccc(-c3ccc(-n4cnnc4)nc3)c2)n1
-6.3	CCOc1ccc(CNC(=O)c2c(C)nn(-c3ccc(F)cc3)c2-n2cccc2)cc1
-1.7	COc1ccc(-c2[nH]nc3c2C(c2cccc(F)c2F)C(C#N)C(=N)O3)cc1OC (configuration not stated)
11.6	COCCN1CCN(C(=O)c2cn(CCc3ccccc3)nn2)CC1
8.2	CCCCc1ccc(C(=O)NC(C)C2CCCO2)cc1 (configuration not stated)
4.6	Cc1ccc(N2C(=O)NC(=O)C(C=Nc3cccc(Cl)c3)C2=O)cc1 (configuration not stated)
-0.5	CCOC(=O)N1CCN(CC(O)COc2ccc(OC)cc2)CC1 (configuration not stated)
7.7	Cc1ccc(NC(=O)Cn2cc(S(=O)(=O)c3ccccc3)c(=O)c3cc4c(cc32)OCO4)cc1
7.6	CCNC(=O)CCSc1cccc2cccnc12
6.1	COc1ccc(OC)c(NC(=O)c2c(NC(=O)c3cccs3)sc3c2CCCC3)c1
-7.1	COc1cc(C2C3=C(CCCC3=O)N=C3CCCC(=O)C32)ccc1OCc1ccc(C(=O)O)cc1 (configuration not stated)
